# GAA850 FXN act: activators of GAA850 frataxin (FXN) promoter; HEK293 lucGAA850 FXN promoter luciferase reporter, 24 h; percent of 10 µM SAHA response; activation, % at 6 µM; 360,000 tested, 0.56% active; AID 540364;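 active = activation above the average of all compounds screened plus 3 SD, cutoff fixed separately per campaign, cut at about 7.5% in these data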;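 also: 0% = DMSO wells and 100% = 10 µM SAHA wells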
# PG9 Ab binder: small molecules binding HIV-1 gp120 antibody PG9; TR-FRET gp120-PG9 antibody binding; inhibition, % at 6.7 µM; 360,000 tested, 0.43% active; in the data active = inhibition above about 8.5%
# ADAM10 inh: inhibits human ADAM10; O14672; recombinant ADAM10, EDANS/DABCYL FRET peptide cleavage, 3 h; inhibition, % at 7 µM; 370,000 tested, 0.62% active; AID 720582;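 active = inhibition above a per-campaign cutoff equal to the mean of compounds falling between control-based bounds plus 3 SD, cut at about 20% in these data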;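 also: 0% = DMSO wells while the 100% control is not disclosed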
# Target sequence (O14672 214-748 limits assumed): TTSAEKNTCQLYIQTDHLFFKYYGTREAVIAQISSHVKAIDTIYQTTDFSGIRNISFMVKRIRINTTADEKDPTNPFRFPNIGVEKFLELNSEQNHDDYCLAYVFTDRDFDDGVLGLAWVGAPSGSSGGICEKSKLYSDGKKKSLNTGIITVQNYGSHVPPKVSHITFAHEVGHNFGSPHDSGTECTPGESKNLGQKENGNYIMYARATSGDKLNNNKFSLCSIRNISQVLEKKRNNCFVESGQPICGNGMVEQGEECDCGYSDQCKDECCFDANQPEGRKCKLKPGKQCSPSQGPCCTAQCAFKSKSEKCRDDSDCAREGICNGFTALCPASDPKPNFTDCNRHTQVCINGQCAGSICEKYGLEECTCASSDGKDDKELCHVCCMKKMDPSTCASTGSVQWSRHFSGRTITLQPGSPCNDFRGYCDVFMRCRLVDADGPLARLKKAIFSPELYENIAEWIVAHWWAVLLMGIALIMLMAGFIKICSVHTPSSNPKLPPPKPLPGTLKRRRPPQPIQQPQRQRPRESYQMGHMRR
# SMARCA2 act: SMARCA2 function activation, primary screen. activation, % at 9.1 µM. AID 652017. MG213 cells, MMTV-luciferase reporter, dexamethasone, overnight. 370,000 tested, 1% active; in the data active = activation above about 7.8%;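 also: 0% = vehicle wells and 100% = reference activator wells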
# DAX1 inh-1: inhibitors of DAX1 repression of SF-1 activated StAR promoter; HEK293T StAR-luciferase reporter, SF-1/DAX-1 repression relief; inhibition, % at 6.8 µM; 370,000 tested, 1.1% active; AID 652010;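 active = inhibition above the mean over all tested compounds plus 3 SD, cut at about 3.6% in these data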;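 also: 0% = DAX-1 cells with DMSO and 100% = cells lacking DAX-1 with DMSO; higher inhibition means more luminescence from relief of DAX-1 repression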
# DAX1 inh-2: inhibits human nuclear receptor DAX1; HEK293 Gal4-DAX1 luciferase reporter, luminescence; AID 504766; inhibition, % at 6.75 µM; P51843; 340,000 tested, 0.99% active;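 active = inhibition above the mean over all tested compounds plus 3 SD, cut at about 4.2% in these data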;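 also: 0% = DAX1-transfected cells with DMSO and 100% = empty-vector control cells with DMSO; inhibition shows as a rise in luminescence from relieved DAX1 repression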
# Target sequence (P51843 207-470 limits assumed): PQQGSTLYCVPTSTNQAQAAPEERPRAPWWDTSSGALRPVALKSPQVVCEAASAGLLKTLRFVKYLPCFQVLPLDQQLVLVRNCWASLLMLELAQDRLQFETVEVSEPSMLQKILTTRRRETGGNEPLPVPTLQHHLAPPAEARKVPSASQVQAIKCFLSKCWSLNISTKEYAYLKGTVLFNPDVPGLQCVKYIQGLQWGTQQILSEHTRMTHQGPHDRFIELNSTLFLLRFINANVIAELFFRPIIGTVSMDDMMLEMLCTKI
# ssDAF-12 act: activates DAF-12 receptor from parasite S. stercoralis; HEK293 ssDAF-12/GRIP1 lit1-tk-luc reporter, luminescence; % of 3 µM dafachronic acid response; activation, % at 6.8 µM; 370,000 tested, 1% active;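 active = activation above the mean over all tested compounds plus 3 SD, cut at about 0.9% in these data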;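 also: 0% = DMSO-only wells and 100% = 3 µM delta7-dafachronic acid wells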
# ADAM17 inh: inhibits human ADAM17 | P78536 | 370,000 tested, 0.83% active | recombinant ADAM17, EDANS/DABCYL FRET peptide cleavage | inhibition, % at 6.95 µM | AID 720648;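 active = inhibition above the mean of compounds lying between control limits plus 3 SD, set per campaign, cut at about 8.5% in these data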;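 also: 0% = DMSO-only wells as the low control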
# hgDAF-12 ag: activates the H. glycines DAF-12 receptor ligand-binding domain. HEK293 GAL4-hgDAF12 UAS-luciferase reporter, agonist luminescence; normalized to butyrate control. activation, % at 6.8 µM. 370,000 tested, 1.8% active. AID 687014;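 active = activation above a cutoff set at the mean of all screened compounds plus 3 SD, cut at about 10% in these data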;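 also: 0% = DMSO wells and 100% = sodium butyrate wells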
# hcDAF-12 act: activates DAF-12 receptor from parasite H. contortus; HEK293 hcDAF-12 lit1-tk-luc reporter, luminescence; 0% DMSO, 100% Δ7-dafachronic acid; activation, % at 6.8 µM; 370,000 tested, 1.4% active; AID 652067;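 active = activation above the mean of all tested compounds plus 3 SD, cut at about 5.5% in these data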;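 also: 100% = response to 3 µM Δ7-dafachronic acid high control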
# NPR1 activator: GC-A (human) enzyme activation; HEK293 GC-A cells, cGMP TR-FRET, EC30 ANP; 0% at EC30 ANP, 100% saturating ANP; 370,000 tested, 0.14% active; P16066; activation, % at 10 µM; in the data active = activation above about 40%
# The depositor's hits bear a star; . = not tested or not shown. Compounds were not picked by outcome; 6.8% or so of the library scored in one or more.
# Order of values: GAA850 FXN act	PG9 Ab binder	ADAM10 inh	SMARCA2 act	DAX1 inh-1	DAX1 inh-2	ssDAF-12 act	ADAM17 inh	hgDAF-12 ag	hcDAF-12 act	NPR1 activator
1: Cc1ccc(NC(=O)CN2CCC(C(N)=O)CC2)cc1[N+](=O)[O-]
    1.8	-1.9	-5.4	0.2	0.7	0.4	-0.7	-2.8	0.9	-0.1	1.2
2: COc1ccc(NC2c3ccccc3C(=O)N2c2cccnc2)cc1Cl (centres undefined)
    1.0	1.1	1.9	1.1	-0.3	1.4	-1.5	0.3	-1.7	-1.1	-4.1
3: COc1ccc(-c2ccc(-c3nnn(CC(C)=O)n3)cc2)cc1
    2.1	1.7	-6.0	0.2	0.1	-0.3	-1.4	-4.1	8.0	1.5	4.2
4: Cc1ccccc1NC(=O)C(C)Sc1nnc(CN2CCCC2)n1Cc1ccccc1 (centres undefined)
    -1.1	0.9	-16.4	-2.8	0.3	0.4	-1.0	-0.1	-0.4	-0.9	-2.8
5: O=C(NCc1ccc2c(c1)OCO2)c1nn2cccnc2c1Cl
    -0.3	-0.6	-5.2	-0.7	0.1	0.7	-0.6	-1.7	-0.2	0.7	2.6
6: CN1OC[C@@H]2CN(C(=O)CCc3ccccc3)[C@H](c3ccccc3Br)C[C@@H]21
    .	-3.4	-12.6	-2.6	-1.1	.	-1.1	-0.5	2.5	-1.8	-5.4
7: COc1ccc(/C=N/OCC(=O)N2CC3(C)CC2CC(C)(C)C3)cc1 (centres undefined)
    -0.7	-0.9	4.9	0.6	0.5	-0.7	-0.9	-3.4	0.4	-1.8	-0.1
8: NC1=NS(=O)(=O)NC1c1cccc(F)c1 (centres undefined)
    -0.5	-2.9	-4.5	1.6	-0.5	4.2	-0.6	-3.3	2.7	0.2	-0.9
9: CN(c1ccc(C(=O)NCCC2=CCCCC2)cc1)S(C)(=O)=O
    3.4	-1.0	-2.5	3.9	3.3	2.3	-0.2	-5.8	6.9	3.8	-0.1
10: Cc1cc(=O)n2nc(N3CCCC(C(=O)NCc4ccco4)C3)sc2n1 (centres undefined)
    -2.1	-3.3	-8.2	-0.1	1.4	1.3	-0.8	-2.7	-2.5	-1.4	0.6
11: Nc1nc2n(n1)C(c1ccccc1Cl)CC(c1ccc(F)cc1)N2 (centres undefined)
    0.2	-0.7	-423.4	0.7	-0.6	2.6	-1.3	-103.5	0.0	-1.5	-2.5
12: CCc1ccc(/C=C2/C(=O)NC(=O)N2C(C)=O)cc1
    2.5	-3.6	4.2	0.2	0.1	-0.5	-1.1	1.8	3.0	-0.3	-2.4
13: COc1ccc(C(=O)c2[nH]c(N)c(C(=O)NCCc3c[nH]c4ccccc34)c2-c2ccc(Cl)c(F)c2)cc1
    .	-0.9	9.9	-3.3	0.0	.	-0.7	3.4	-0.7	1.9	-6.5
14: CCc1cc2c(nc1CC)CCCN2S(=O)(=O)c1ccc(F)cc1
    .	-1.8	-3.5	-0.3	0.0	.	-1.5	-0.5	-3.6	-0.6	2.5
15: CS(=O)(=O)N(Cc1ccccc1)c1ccc(C(=O)Nc2ccc3c(c2)OCO3)cc1
    -0.4	0.1	-4.3	-0.4	-0.6	-1.6	-1.3	2.7	-0.1	-1.4	3.6
16: Cc1ccc(C(=O)N2CC(C)OC(C)C2)cc1S(=O)(=O)N1CCCCC1 (centres undefined)
    0.5	2.2	-20.3	-2.1	-0.4	0.7	-1.0	-1.6	3.5	-3.2	-1.3
17: COCCCNC(=O)c1ccc2c(c1)CCN2S(C)(=O)=O
    0.9	-0.3	-8.0	-0.5	0.4	0.9	-1.6	-2.1	-1.3	0.1	-0.2
18: COc1ccccc1NS(=O)(=O)c1cc(NC(=O)c2cc(F)c(F)c(F)c2F)ccc1N1CCOCC1
    -0.2	0.1	22.0*	-2.6	-2.9	0.4	-1.2	8.8*	0.8	-2.1	-6.9
19: Cn1c(=O)c2c(nc(Oc3ccccc3Br)n2C)n(C)c1=O
    1.8	-0.2	6.5	-1.4	-0.6	-0.8	-1.6	-3.3	2.4	0.1	3.2
20: CCCc1cc(C(=O)Cc2ccc(F)cc2)c(O)cc1O
    0.2	-2.2	16.5	-1.4	-0.4	0.0	-1.4	6.8	0.0	-0.8	1.9
21: COc1ccccc1N1CCN(CCN(C(=O)c2ccc(F)cc2)c2ccccn2)CC1
    0.4	-0.5	-0.9	-7.3	-1.1	-0.9	-1.1	-4.3	2.6	1.9	4.5
22: COc1ccc(-n2nc(C(=O)NCC(=O)N3CCN(c4ccccc4OC)CC3)c3ccccc3c2=O)c(OC)c1
    0.9	-1.4	-1.4	6.9	0.4	-1.1	-0.4	-0.8	0.7	-0.8	-0.1
23: COc1cccc(-n2c(C)nnc2SCC#N)c1
    -1.1	0.2	10.7	-2.5	0.9	1.1	-0.8	6.3	-1.9	-1.2	3.3
24: CC(C)OC(=O)c1ccc(NC(=O)c2cccc(-n3cnnn3)c2)cc1
    -1.8	-1.2	-12.1	-4.1	-2.6	-1.6	-1.5	-5.1	-0.5	-1.6	1.3
25: CCOc1ccc(-c2nnc(N3CCOCC3)c3ccccc23)cc1
    1.7	2.7	-7.1	-2.8	-0.1	-0.6	-1.0	-3.6	-3.0	-1.8	2.5
26: COC(=O)[C@]12C[C@H](CC(=O)NCc3ccc(C)o3)C(=O)N(Cc3ccccc3)C1=C[C@H](COCc1ccccc1)O[C@@H]2C
    .	.	-4.6	-4.0	-1.6	.	-0.5	-5.0	0.7	-1.1	0.1
27: CCOC(=O)C1CCCN(C(=O)c2cccc(C(F)(F)F)c2)CC1 (centres undefined)
    2.7	0.6	-6.9	-1.5	-0.7	.	-1.7	-3.1	-1.3	-0.6	0.8
28: CC(=O)Nc1ccc(S(=O)(=O)NCC2CCC(C(=O)NCCC3=CCCCC3)CC2)cc1 (centres undefined)
    1.3	0.4	0.6	2.0	-0.1	0.1	-1.1	0.4	2.7	-1.5	1.0
29: N#Cc1nc(-c2ccc([N+](=O)[O-])cc2)oc1N1CCCCC1
    0.7	-0.5	-1.8	-2.0	0.6	0.3	-1.0	3.5	2.4	2.1	-2.9
30: CSc1cccc(NC(=O)CC(C)n2ccnc2)c1 (centres undefined)
    0.4	-1.9	-3.5	-0.7	0.1	-0.5	-1.0	-0.2	0.4	-0.3	-1.4
31: CCOc1ccc(CC(=O)NNC(=S)Nc2ccc(OC)c(OC)c2)cc1
    2.9	-1.6	1.0	-1.9	1.1	0.3	-2.1	-0.5	-2.2	-1.4	2.3
32: C1=CC2C3C=CC(C3)C2C1 (centres undefined)
    -1.3	-0.5	-2.2	-1.8	-0.3	1.3	-0.9	-0.8	1.2	-2.0	1.5
33: Cc1ccc(NS(=O)(=O)c2ccc(C(=O)NC3CCN(Cc4ccccc4)CC3)cc2)cc1
    -1.8	-1.7	1.4	-5.8	-5.9	-5.0	-2.3	0.9	-6.3	-3.1	-1.7
34: O=C(O)CCCn1cc(NC(=O)COc2ccc(F)cc2)cn1
    0.6	-0.3	-0.2	-2.9	0.0	3.6	-1.4	-1.9	2.5	-0.4	4.2
35: O=C1c2ccccc2[C@@H]2CC(O)C(O)CCN12 (some centres undefined)
    -0.9	0.5	5.4	-2.8	-0.5	2.2	-1.2	0.9	2.2	-0.2	3.8
36: O=C(c1ccccc1)c1ccccc1N/C=C/c1nnnn1-c1ccccc1
    -1.2	1.3	0.1	-3.9	-0.5	0.5	-1.0	-0.8	-2.6	-2.5	-21.7
37: O=S1(=O)N[C@H](Cc2ccccc2)COc2cc(N3CCCC3)ccc21
    .	.	2.2	-0.2	0.7	.	-0.5	-1.4	-0.7	-1.8	2.1
38: COCCOC(=O)c1[nH]c2c(c1C)C(=O)CC(c1ccc(OC)c(OC)c1)C2 (centres undefined)
    3.4	-1.8	-3.3	-2.5	-1.2	-1.3	-2.0	0.0	-5.2	-4.1	-0.9
39: O=C1C(Nc2ccccc2)=C2CCCC=C2N1c1ccccc1
    3.9	-0.2	-8.5	6.6	4.2*	2.3	0.1	-6.5	13.5*	5.4	1.7
40: CC1CC(C)CN(S(=O)(=O)c2cc3c4c(c2)C(C)C(=O)N4CCC3)C1 (centres undefined)
    0.2	-1.1	-5.2	-2.0	0.0	-0.5	-0.7	-7.2	0.4	0.0	2.9
41: CCN(CC)CCCNC(=O)Cn1ccc2ccccc2c1=O
    1.8	1.6	-12.2	-4.7	-0.2	0.8	-1.3	-7.4	3.7	-0.3	0.1
42: Cc1ccc(-n2ncc3c(=O)n(CC(N)=O)cnc32)cc1
    0.4	-1.2	0.6	0.1	0.1	0.1	-0.7	-2.0	3.4	0.8	8.2
43: COc1cc(OC)c(OC)cc1CNCc1ccco1
    0.0	-1.6	-3.5	-1.6	0.5	-1.4	-1.1	-2.9	2.5	-1.7	0.3
44: COc1ccc(CN(CC(=O)NCc2ccccc2)C(=O)CCC(=O)Nc2ccccn2)cc1
    -0.8	1.2	3.0	-1.4	-0.4	0.3	-0.6	-6.0	1.3	-0.8	-1.1
45: CCNc1nc(NC(C)C)nc(N(C#N)CCOc2ccc(Cl)cc2Cl)n1
    2.5	1.2	10.4	-2.2	-0.7	-0.9	-2.0	4.7	-1.7	-2.4	8.5
46: C/C(=N\OCC(=O)Nc1ccccc1C(=O)O)c1cccs1
    2.2	-0.9	-0.2	1.9	0.8	-0.3	-0.5	-3.2	3.4	-0.1	-2.5
47: CCc1ccc(CNC(=O)C2CCN(S(=O)(=O)N3CCC4(CC3)OCCO4)CC2)cc1
    -0.1	-0.1	6.0	2.2	-0.9	0.8	-0.4	2.0	0.8	-0.5	-5.1
48: COc1ccc(NC(=O)Nc2ccc3c(c2)C(=O)N([C@H](C)CO)C[C@H](C)[C@@H](CN(C)C(=O)Nc2ccc(OC)cc2)O3)cc1
    -0.4	-0.4	-7.0	-1.7	0.3	0.1	-1.5	-2.1	-1.3	-0.1	0.7
49: Cc1noc(C)c1COc1ccccc1C(=O)NCCc1ccccc1
    2.6	-0.6	-8.5	-1.2	-0.3	-0.8	-0.8	-4.5	1.4	-1.2	-5.6
50: CCOc1ccc(-n2c(COc3ccccc3)nnc2SCC(=O)Nc2ccc3c(c2)OCCO3)cc1
    .	.	16.6	-4.1	-0.9	.	-1.5	6.9	-3.3	-2.7	-4.7
51: CCOC(=O)N1CCC(N2CC34C=CC(O3)C(C(=O)Nc3ccc(OCC)cc3)C4C2=O)CC1 (centres undefined)
    1.6	0.1	-5.2	-2.6	-0.9	2.1	-1.1	-1.6	2.6	0.5	3.5
52: CCCCOC(=O)c1cc(=O)[nH]c2ccc(C)cc12
    0.5	-0.6	-170.4	-5.4	-0.6	-0.2	-0.9	-54.2	-4.0	-2.7	2.1
53: COc1ccc(CNC(=O)COC(=O)Cc2ccc(Br)cc2)cc1
    0.2	-1.2	-6.5	-5.8	-1.0	-1.2	-1.3	0.3	3.1	0.7	-5.2

# Fetched one by one from the list above (two):
# Order of values: GAA850 FXN act	PG9 Ab binder	ADAM10 inh	SMARCA2 act	DAX1 inh-1	DAX1 inh-2	ssDAF-12 act	ADAM17 inh	hgDAF-12 ag	hcDAF-12 act	NPR1 activator
6: CN1OC[C@@H]2CN(C(=O)CCc3ccccc3)[C@H](c3ccccc3Br)C[C@@H]21
    .	-3.4	-12.6	-2.6	-1.1	.	-1.1	-0.5	2.5	-1.8	-5.4
41: CCN(CC)CCCNC(=O)Cn1ccc2ccccc2c1=O
    1.8	1.6	-12.2	-4.7	-0.2	0.8	-1.3	-7.4	3.7	-0.3	0.1
